PPC-1+TRAIL kill: compounds killing PPC-1 cancer cells with TRAIL present (potentiator screen, no TRAIL-free arm); PPC-1 cells + TRAIL, ATPLite viability luminescence; cell killing (% activity), % at 4 µM; 220,000 tested, 0.41% active; AID 1443;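 active = cell killing above 50% in the first pass at 4 µM, then a duplicate retest at 5 µM averaging 50% or more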;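 note: plate controls were cells with TRAIL plus DMSO for no effect and medium-only wells lacking cells for full effect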
Thrombin inh: thrombin (human) inhibition | P00734 | alpha-thrombin, Boc-VPR-AMC fluorogenic substrate cleavage | 220,000 tested, 0.26% active | inhibition, % at 5 µM;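 active = inhibition at or above 40%; inactive = inhibition below 40%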;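 note: 0% = enzyme with no compound and 100% = wells without enzyme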
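Test system: human alpha-thrombin; medium: pH 7.5 Tris-saline with Tween 20; times: reaction at room temperature; signal: AMC fluorescence at 355 nm excitation and 460 nm emission; also added: Boc-VPR-AMC substrate, 15 µM final; dosing: one concentration per compound, 5 µM, with 0.2% DMSO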
Furin inhibitor: human furin inhibition; purified furin, fluorogenic substrate cleavage; inhibition, % at 30 µM; 220,000 tested, 0.061% active; AID 463115; in the data active = inhibition above about 25%; note: inactives centre near -15
m-calpain inh: inhibitors of pig calpain II. 220,000 tested, 0.37% active. inhibition, % at 16 µM. purified calpain II, fluorogenic peptide substrate, 30 min;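 active = inhibition above about 50%, limit read from the data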
TRPML3 agonist: human mucolipin-3 channel agonism. activation, % at 3 µM. 220,000 tested, 0.29% active. HEK293 TRPML3-YFP, Fluo-8 calcium fluorescence; 100% = the carbachol control signal. Q8TDD5;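 active = activation above its plate's cutoff, the mean activation of the plate's test wells plus 3 SD, cut at about 12% in these data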;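 note: 0% = DMSO only wells and 100% = carbachol wells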
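Test system – HEK293 line with stable expression of human TRPML3-YFP channel · Control set – carbachol 87 µM final as high control (100%), DMSO as low control (0%) · Signal – Fluo-8 calcium dye fluorescence, ex 470-495, em 515-575 nm · Incubation – 1-h 37 °C dye load, 5-s basal, 120-s post-compound reads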
zfTRPN1 agonist: activates the zebrafish TRPN1 channel; HEK293 zebrafish TRPN1-YFP, Fluo-8 calcium fluorescence; 100% = response to 87 µM carbachol; activation, % at 3 µM; 220,000 tested, 0.18% active;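 active = activation above its plate's cutoff, the mean activation of test wells on that plate plus 3 SD, cut at about 19% in these data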;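 note: 0% = DMSO alone and 100% = 87 µM carbachol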
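Material: zebrafish TRPN1-YFP in HEK293 cells; Doses: single test compound dose, 3 µM nominal, 0.3% DMSO; Timing: dye loading 1 h at 37 °C, then 30 min room temperature; Technique: intracellular calcium fluorescence with Fluo-8; Benchmarks: high carbachol 87 µM, low DMSO alone.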
Cl transport mod: modulates chloride dependent transport by human KCC2; KCC2 cells, thallium flux FluoZin-2 fluorescence; B-score of Tl+ flux slope (higher = more flux/activation; lower = inhibition) at 10 µM; 190,000 tested, 2.2% active; AID 1456;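 active = thallium flux slope and its plate-corrected score both differing from the plate sample mean at a set confidence after two filtering rounds, in either direction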;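 note: slope of fluorescence scaled to starting intensity during 10 to 20 s after thallium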
Target sequence (Q9H2X9 whole entry, looked up): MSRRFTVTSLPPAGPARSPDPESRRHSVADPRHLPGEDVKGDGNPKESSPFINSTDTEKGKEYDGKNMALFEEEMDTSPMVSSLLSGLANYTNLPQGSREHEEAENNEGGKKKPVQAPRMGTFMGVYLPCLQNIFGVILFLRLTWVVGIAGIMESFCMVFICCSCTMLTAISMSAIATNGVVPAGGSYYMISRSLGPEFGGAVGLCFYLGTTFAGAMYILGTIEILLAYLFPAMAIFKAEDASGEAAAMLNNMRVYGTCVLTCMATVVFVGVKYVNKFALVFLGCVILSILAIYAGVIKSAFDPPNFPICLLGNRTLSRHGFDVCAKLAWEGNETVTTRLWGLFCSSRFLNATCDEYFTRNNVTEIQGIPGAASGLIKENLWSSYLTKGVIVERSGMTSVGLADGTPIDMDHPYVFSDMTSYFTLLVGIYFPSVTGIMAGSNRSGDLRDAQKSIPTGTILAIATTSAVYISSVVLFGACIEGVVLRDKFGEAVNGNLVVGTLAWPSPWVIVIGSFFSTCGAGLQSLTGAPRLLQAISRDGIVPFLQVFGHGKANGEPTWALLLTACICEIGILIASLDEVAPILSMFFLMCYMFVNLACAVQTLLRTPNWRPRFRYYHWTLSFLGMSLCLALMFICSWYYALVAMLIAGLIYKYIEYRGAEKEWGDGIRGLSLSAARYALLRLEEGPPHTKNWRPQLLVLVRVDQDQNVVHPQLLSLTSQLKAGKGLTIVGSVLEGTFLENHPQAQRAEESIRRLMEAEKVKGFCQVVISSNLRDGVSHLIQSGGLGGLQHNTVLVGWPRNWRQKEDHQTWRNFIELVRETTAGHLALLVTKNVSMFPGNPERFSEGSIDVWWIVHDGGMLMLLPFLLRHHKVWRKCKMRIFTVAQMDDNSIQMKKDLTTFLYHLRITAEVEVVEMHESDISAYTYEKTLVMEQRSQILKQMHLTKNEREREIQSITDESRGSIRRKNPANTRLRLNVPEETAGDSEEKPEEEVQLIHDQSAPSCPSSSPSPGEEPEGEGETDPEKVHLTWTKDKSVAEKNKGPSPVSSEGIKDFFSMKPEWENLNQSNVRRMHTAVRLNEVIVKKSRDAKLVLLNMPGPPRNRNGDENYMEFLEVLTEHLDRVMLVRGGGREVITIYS
TbHK1 inh: T. brucei hexokinase 1 inhibition | 220,000 tested, 0.11% active | inhibition, % at 10 µM | recombinant TbHK1, G6PDH-coupled NADH A340;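 active = inhibition of 50% or more in the single-dose primary screen; inactive = inhibition below 50%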
EBV gp42 block: EBV gp42 inhibition. Q1HVG2. Fluorescence polarization binding assay, mP read-out. inhibition, % (tested at 21.74 µM). 220,000 tested, 0.42% active; in the data active = inhibition above about 50%
Active calls of the source: *; nt = not tested or not shown; [ ] = dose if it differs, or a comment.

Fields: m-calpain inh	Thrombin inh	PPC-1+TRAIL kill	EBV gp42 block	TRPML3 agonist	zfTRPN1 agonist	Furin inhibitor	Cl transport mod	TbHK1 inh
- Cc1ccc(-c2c3c(nc4sc(C(N)=O)c(N)c24)CCCC3)o1
  13	-6	10	4	0.5	0.1	-9	-1.6	-5
- CCCCNS(=O)(=O)c1ccc(NC(=O)C(Sc2ccccc2)c2ccccc2)cc1 (stereo not drawn)
  30	-3	7	-13	0.5	1.1	-18	0.78	7
- CCCCOC(=O)C(C#N)c1nc2ccccc2nc1N1CCN(Cc2ccc3c(c2)OCO3)CC1 (stereo not drawn)
  -19	-3	24	1	-0.2	0.2	2	nt	-6
- O=C(O)c1ccccc1SCc1cn2cc(Br)ccc2n1
  -7	-6	6	-8	0.2	0.9	-15	0.0082	1
- CCOc1cc(/C=N/NS(=O)(=O)c2ccccc2)ccc1OS(=O)(=O)c1ccc(C)cc1
  -43	5	9	-12	-1.4	-1.6	-11[20 µM]	0.1	-22
- CCOC(=O)CCSc1nc(C)c2cc(C)c(C)cc2n1
  0	-1	4	-17	-0.2	-1.0	-21[20 µM]	-0.0074	-3
- COc1cc(CC(=O)Nc2cc(S(C)(=O)=O)ccc2Cl)cc(OC)c1OC
  -11	2	11	-23	0.7	1.6	-29	0.33	-1
- COc1ccc(N2CCN(CC(=O)Nc3c(C)cc(C)cc3C)CC2)cc1
  -31	-5	20	-21	0.1	0.2	-13	nt	38
- COc1c(C)cc(Br)cc1C(=O)Nc1ccc(S(N)(=O)=O)cc1
  4	2	10	-10	-1.2	-3.0	-28	0.16	0
- c1cnc(-c2noc(CN3CCN(C4C5CC6CC(C5)CC4C6)CC3)n2)cn1 (stereo not drawn)
  8	-10	5	-8	1.1	0.2	-10	0.55	-1
- CC1Oc2ccccc2N(CC(=O)c2ccccc2)C1=O (stereo not drawn)
  17	-3	16	-1	-0.6	-0.4	-28	-0.012	-1
- Cc1ccc(Nc2c(-c3cccnc3)nc3ccc(Br)cn23)cc1
  -27	-10	8	-7	0.3	-0.1	-17	0.48	-3
- CCCCN(C)CCCNC(=O)c1cc(=O)[nH]c2ccc(S(=O)(=O)N3CCCCC3C)cc12 (stereo not drawn)
  7	0	-1	8	-0.3	-0.1	-13	-0.033	-11
- C=C(C)CC(Nc1ccc(OC)cc1)c1ccco1 (stereo not drawn)
  -5	1	11	-1	0.9	-0.6	-20	-0.22	3
- c1ccc(-c2ccccc2OCCOCCN2CCc3ccccc3C2)cc1
  36	-5	-4	7	-0.4	-1.1	-15	-0.52	7
- CCCC(=O)Oc1ccc(N(C(=O)CCC)S(=O)(=O)c2cccc([N+](=O)[O-])c2)cc1
  12	-2	29	-19	-0.5	-0.9	-11	-0.01	29
- Cc1cc(=O)oc(C)c1C(=O)NCC1COc2ccccc2O1 (stereo not drawn)
  -22	-4	6	-2	-0.1	-0.2	-6	-0.12	-35
- CCOC(=O)c1cc(-c2ccc(Cl)cc2)nc2c1c(=O)[nH]c(=O)n2CCOC
  -367	-9	17	-6	0.4	-1.2	-16	0.19	1
- O=C(C1CCCN(S(=O)(=O)c2cccc3nonc23)C1)N1CCN(c2cccc(Cl)c2)CC1 (stereo not drawn)
  -34	1	-11	-13	0.1	-0.8	1[20 µM]	-0.66	-6
- O=C(CN1CCSCC1)N/N=C/c1ccc(Cl)cc1
  19	2	-22	-11	0.4	1.1	-19	0.55	5
- COc1ccc(OC)c(/C=N/NC(=O)CN2CCSCC2)c1
  -445	3	16	-17	0.6	-0.5	-27	0.22	2
- COc1cc(/C=C(\C#N)C(=O)Nc2cccnc2)ccc1OC(C)C
  -13	-6	-7	-2	0.8	0.4	-10	-0.91	-17
- CCOC(=O)c1[nH]c(C)c(C(=O)OCC(=O)N2CCc3ccccc32)c1C
  -8	5	-13	-26	0.2	-0.4	-4[20 µM]	0.62	5
- COCCOC(=O)c1c(C)nc(SCC(=O)Nc2cccc3ccccc23)c(C#N)c1-c1ccco1
  -70	-6	-15	-4	0.4	-1.8	-15[20 µM]	-1.1	-18
- O=[N+]([O-])c1cccc(-c2nc(-c3cccs3)c(-c3cccs3)[nH]2)c1
  -35	-1	21	8	0.2	0.3	-9[20 µM]	-0.96	-4
- FC(F)(F)c1cccc(Nc2ncnc3ccccc23)c1
  8	3	-6	-10	0.2	0.8	-19	-0.51	-7
- S=C(Nc1ccccc1)Nc1ccc(Cl)cn1
  27	-1	-4	-4	-0.9	-1.6	-12	5.8*	9
- O=C(NCCc1c[nH]c2ccccc12)C(=O)NCC(c1ccco1)N1CCN(c2ccc(F)cc2)CC1 (stereo not drawn)
  5	1	13	-24	0.7	2.7	-19	1.7	-5
- O=[N+]([O-])c1ccc(Cl)c(/C=N/N2CCN(Cc3ccccc3)CC2)c1
  32	2	0	-3	0.7	0.8	-1[20 µM]	0.25	2
- Cc1c(C(=O)O)oc2ccc(S(=O)(=O)N3CCCCC3C(=O)O)cc12 (stereo not drawn)
  8	1	-13	-12	0.6	0.8	-16	0.77	7
- COc1ccc([N+](=O)[O-])cc1NC(=O)CCCOc1ccccc1
  -15	1	20	-8	0.7	0.6	-4	-0.52	0
- CC(C)C1/C(=N/O)CC(c2ccccc2)NC1c1ccccc1 (stereo not drawn)
  7	-13	10	-10	-1.0	-3.1	-17	0.21	-9
- CCCCC(CC)CN1C(=O)/C(=C/c2ccncc2)SC1=S (stereo not drawn)
  19	-17	3	-9	-0.8	0.6	-8[20 µM]	0.16	4
- Cc1cc(C)c(NC(=O)CN(C2CCCCC2)C2CCCCC2)c(C)c1
  4	-3	5	-3	9.3	-0.9	-20[20 µM]	nt	-1
- CCc1c(C)nc2cc(-c3ccc(OC)c(OC)c3)nn2c1NCC1CC1
  -52	-1	9	-15	-1.3	-1.4	-10[20 µM]	-0.29	-27
- Cc1ccc(-c2nc3cnccn3c2Nc2ccccc2)o1
  -326	-6	4	0	nt	nt	-13	-0.46	-21
- O=C(c1ccoc1)N1CCC2(CC1)Oc1ccc(Cl)cc1C(=O)C21CC(c2ccc(Cl)cc2)=NO1 (stereo not drawn)
  -84	2	-3	-3	nt	nt	-25	0.8	-14
- CCn1nc(-c2ccccc2)c2nc3ccccc3nc21
  -234	3	-10	93*	1.3	2.1	-23	-0.15	-16
- COc1ccc(-n2c(SCC(N)=O)nnc2-c2ccccc2F)cc1
  -8	-3	6	-4	0.2	0.6	-16[20 µM]	-1.6	1
- COc1ccc(-c2cn3c(C)c(C(=O)Nc4ccncc4)sc3n2)cc1
  -75	5	8	-34	1.5	4.3	-16	0.56	-28
- COc1cc(/C=C/C(=O)O)cc(S(=O)(=O)Nc2ccc3nc(C)sc3c2)c1OC
  6	0	15	-12	0.5	1.6	5	1.1	-5
- COc1ccc(-c2ccc(S(=O)(=O)n3nc(OC(=O)c4cccs4)cc3N)cc2)cc1
  35	7	1	-11	0.3	0.1	-16	-2.3	-7
- Cn1c(SCC(=O)N2CCCCCC2)nc2c([nH]c3ccccc32)c1=O
  4	-5	2	2	0.5	-0.9	-10	nt	-5
- O=C(Nc1nc(-c2cccc3ccccc23)cs1)c1ccc2c(c1)S(=O)(=O)c1ccccc1C2=O
  -65	-5	28	-20	1.3	2.4	-3	-0.15	0
- Cc1ccccc1NC(=O)CSCc1nc(N)nc(Nc2ccccc2C)n1
  8	-10	5	-24	-0.1	-0.5	-15	0.15	-1
- Cc1ccc2nc(NC(=O)Cn3nc(C)c([N+](=O)[O-])c3C)sc2c1
  3	-7	2	-10	1.2	-0.2	-13	-0.0016	34
- O=C(NCc1ccco1)c1ccc2c(c1)C(=O)N(Cc1ccccc1)C2=O
  18	0	7	-3	-0.7	0.4	-15[20 µM]	nt	9
- O=C(Nc1ccc(S(=O)(=O)Nc2nccs2)cc1)/C(=C/c1ccccc1Cl)NC(=O)c1ccccc1
  -45	-4	12	-13	0.4	0.7	-14	0.17	-1
- CC(=O)c1cccc(NC(=O)c2ccc(NS(=O)(=O)c3c(C)noc3C)cc2)c1
  -22	2	2	-6	0.9	1.1	-30	0.34	-1
- O=C(Nc1ccccc1[N+](=O)[O-])c1cc2ccccc2nc1Cl
  14	2	24	-10	0.0	1.2	-19	-0.2	-12

Continuation:
Fields: m-calpain inh	Thrombin inh	PPC-1+TRAIL kill	EBV gp42 block	TRPML3 agonist	zfTRPN1 agonist	Furin inhibitor	Cl transport mod	TbHK1 inh
- COC(=O)c1c(-c2cc(C)ccc2C)csc1NC(=O)C1CC=CCC1C(=O)O (stereo not drawn)
  -33	nt	4	-15	0.2	0.7	-6	-2.1	8
- CCOC(=O)COc1cccc2c(=O)n(CC(N)=O)ccc12
  -27	-2	2	-13	0.9	0.6	-15	-0.67	-19
- Cc1ccc2oc(=O)n(CC(=O)OCCC(C)C)c2c1
  2	3	10	-11	-1.4	-2.6	-17	-0.8	-9
- COc1ccc(/C=C\c2cc(OC)c(OC)cc2CC[N+](C)(C)C)cc1OC
  -95	-11	5	-24	0.1	0.1	-33	-0.26	-33
- COc1cc(Cl)c(C)cc1NC(=S)NN
  -10	2	-6	-6	0.0	0.2	-18	-1.1	-1
- CC(=O)Nc1ccc(S(=O)(=O)NCC(=O)OCC(=O)N2CCc3ccccc32)cc1
  -12	2	28	-1	0.1	-0.9	-11[20 µM]	-0.83	1
- Cc1ccc(NC(=O)N(Cc2cccnc2)Cc2ccco2)cc1C
  -13	0	-2	-12	-0.1	0.3	-4[20 µM]	0.65	-1
- CSc1ccc(S(=O)(=O)NCc2ccc(Cl)cc2)cc1
  27	-7	5	-8	-0.9	-1.4	-8[20 µM]	-1.1	6
- CC1(C(=O)OCC(=O)Nc2cccc(S(=O)(=O)NC3=NCCCCC3)c2)CC1(Cl)Cl (stereo not drawn)
  -6	-11	-5	-9	1.3	3.1	-31	-1.2	4
- N#Cc1cc2c(nc1Cl)CCCC2
  -5	-10	16	-17	0.4	-1.6	-12	-0.035	33
- COc1ccc(C(=O)N=c2sc3ccccc3n2C)cc1OC
  -121	1	19	-5	0.3	0.2	-5	-0.31	-29
- Cn1c(=O)c2c(SCC(=O)Nc3nccs3)nc(C3CC3)nc2n(C)c1=O
  12	-4	15	1	0.3	2.4	-2	0.012	2
- CCOC(=O)N1CCN(C(=O)c2noc(C(C)C)c2[N+](=O)[O-])CC1
  21	22	25	-10	0.0	0.5	-8	-0.045	5
- CCC1CCCCN1C(=O)CSc1nc2c(cnn2-c2ccc(C)cc2)c(=O)[nH]1 (stereo not drawn)
  -41	-4	14	1	-0.2	1.2	-9	0.28	-7

Rewritten as labelled records: entries from further up.
> Cn1c(=O)c2c(SCC(=O)Nc3nccs3)nc(C3CC3)nc2n(C)c1=O
  m-calpain inh: 12 | Thrombin inh: -4 | PPC-1+TRAIL kill: 15 | EBV gp42 block: 1 | TRPML3 agonist: 0.3 | zfTRPN1 agonist: 2.4 | Furin inhibitor: -2 | Cl transport mod: 0.012 | TbHK1 inh: 2

> CCOC(=O)N1CCN(C(=O)c2noc(C(C)C)c2[N+](=O)[O-])CC1
  m-calpain inh: 21 | Thrombin inh: 22 | PPC-1+TRAIL kill: 25 | EBV gp42 block: -10 | TRPML3 agonist: 0.0 | zfTRPN1 agonist: 0.5 | Furin inhibitor: -8 | Cl transport mod: -0.045 | TbHK1 inh: 5

> CCC1CCCCN1C(=O)CSc1nc2c(cnn2-c2ccc(C)cc2)c(=O)[nH]1 (stereo not drawn)
  m-calpain inh: -41 | Thrombin inh: -4 | PPC-1+TRAIL kill: 14 | EBV gp42 block: 1 | TRPML3 agonist: -0.2 | zfTRPN1 agonist: 1.2 | Furin inhibitor: -9 | Cl transport mod: 0.28 | TbHK1 inh: -7
